Menin-MLL TR inh: displaces Texas Red mutant MLL peptide from human menin; Menin + Texas Red MLL mutant peptide, fluorescence polarization; Potency, µM (doses to about 61.6 µM), without a hit: top-dose FP activity change, negative = inhibition, actives largely listed as inhibitors; hit rate 0.23% among 270,000; AID 1768; active = well fitted inhibition curve with a large enough effect in the polarisation, with a control signal flat, not every such curve was filed as active; inconclusive = small, poorly fitted or top-dose-only effect, or effect the other way, or a change in a side signal; inactive = no such curve, though single readings can be large or run the other way; the % refers to the polarisation; also: potency is read from the fitted curve at half-maximal effect; % of control where 0% means no effect; many of its hits are not listed in these tables
Giardia killer: kills Giardia lamblia. Giardia lamblia trophozoite viability. activity change, % at 7.66 µM, hits read low. hit rate 0.15% among 340,000; in the data active = activity change below about -80%; inconclusive = between about -30% and that limit;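 also: parasites exposed to compound for two days anaerobically before the ATP read; % is scaled to controls: 0 for no effect and ±100 for the full control effect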
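Killing of trophozoites was scored by loss of ATP luminescence after a 48 hrs anaerobic exposure to compounds at 37 deg C, using 100 cells per well.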
KCNH2 3.1 block: inhibitors of human KCNH2 3.1 potassium channel isoform. U2OS KCNH2 3.1, thallium flux FluxOr; stronger effect = lower value. activity change, % (tested at about 1.8 µM). hit rate 0.95% among 340,000;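 active = maximum activity change below -70%; inconclusive = maximum activity change from -70% to -50%; inactive = maximum activity change above -50%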;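 also: thallium influx rate constant from kinetic fluorescence after stimulation buffer; % is scaled to controls: 0 for no effect and ±100 for the full control effect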
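We transduce U2OS cells with the mutant 3.1 virus, culture them overnight, load FluxOr with Red40 quencher for 45 min, then add stimulation buffer and read kinetically for 2 min to derive a normalized rate constant.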
B2AR arrestin: recruits beta-arrestin to the human beta2-adrenergic receptor | P07550 | beta-arrestin recruitment to beta2AR, cell-based reporter | Potency, µM (highest dose often 46.1 µM), for the others: at the highest dose activation, actives largely listed as activators | hit rate 0.02% among 330,000;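 also: potency is read from the fitted curve at half-maximal effect; 0% = DMSO controls and full agonism = EC100 isoproterenol or metaproterenol; nearly all actives have a fitted effect of over 65% in size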
FBPA coupling cs: coupling enzyme interference in Giardia aldolase counter-screen; hit rate 0.67% among 290,000; coupling enzyme system counterscreen, AmpLite Red fluorescence; activity change, negative = inhibition, % at 58.2 µM, hits read low; in the data active = activity change below about -30%; also: % is scaled to controls: 0 for no effect and ±100 for the full control effect
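Fluorescence at 525 nm excitation and 598 nm emission measured inhibition of the coupled detection system without aldolase. Compounds (at 57.5 uM final) were preincubated 10 min at room temperature with coupling enzyme reagent before a 20 min substrate/AmpLite Red step.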
TRPV1 agonist: agonists of human vanilloid receptor 1 (TRPV1); Q8NER1; TRPV1-expressing cells, Fluo-8 calcium influx, agonist mode; activation, % at 8.33 µM; hit rate 0.19% among 320,000; AID 540275; in the data active = activation above about 80%; inconclusive = between about 30% and that limit; also: 0% is about no effect
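Cells expressing TRPV1 were dye-loaded with Fluo-8 and read kinetically: 10 s baseline, 3 min after compound (agonist portion), then 2 min after EC20 capsaicin (allosteric enhancer portion). Calcium-bound dye fluorescence at 480/520 nm.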
hERG WT inh: blocks the wildtype human KCNH2 potassium channel | Q12809 | U2OS, BacMam KCNH2, thallium flux FluxOr; stronger effect = lower value | activity change, % at 1.84 µM | hit rate 0.37% among 340,000;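 active = maximum activity change below -70%; inconclusive = maximum activity change between -70% and -50%; inactive = maximum activity change above -50%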; also: % is scaled to controls: 0 for no effect and ±100 for the full control effect
Target sequence (Q12809 whole entry, looked up): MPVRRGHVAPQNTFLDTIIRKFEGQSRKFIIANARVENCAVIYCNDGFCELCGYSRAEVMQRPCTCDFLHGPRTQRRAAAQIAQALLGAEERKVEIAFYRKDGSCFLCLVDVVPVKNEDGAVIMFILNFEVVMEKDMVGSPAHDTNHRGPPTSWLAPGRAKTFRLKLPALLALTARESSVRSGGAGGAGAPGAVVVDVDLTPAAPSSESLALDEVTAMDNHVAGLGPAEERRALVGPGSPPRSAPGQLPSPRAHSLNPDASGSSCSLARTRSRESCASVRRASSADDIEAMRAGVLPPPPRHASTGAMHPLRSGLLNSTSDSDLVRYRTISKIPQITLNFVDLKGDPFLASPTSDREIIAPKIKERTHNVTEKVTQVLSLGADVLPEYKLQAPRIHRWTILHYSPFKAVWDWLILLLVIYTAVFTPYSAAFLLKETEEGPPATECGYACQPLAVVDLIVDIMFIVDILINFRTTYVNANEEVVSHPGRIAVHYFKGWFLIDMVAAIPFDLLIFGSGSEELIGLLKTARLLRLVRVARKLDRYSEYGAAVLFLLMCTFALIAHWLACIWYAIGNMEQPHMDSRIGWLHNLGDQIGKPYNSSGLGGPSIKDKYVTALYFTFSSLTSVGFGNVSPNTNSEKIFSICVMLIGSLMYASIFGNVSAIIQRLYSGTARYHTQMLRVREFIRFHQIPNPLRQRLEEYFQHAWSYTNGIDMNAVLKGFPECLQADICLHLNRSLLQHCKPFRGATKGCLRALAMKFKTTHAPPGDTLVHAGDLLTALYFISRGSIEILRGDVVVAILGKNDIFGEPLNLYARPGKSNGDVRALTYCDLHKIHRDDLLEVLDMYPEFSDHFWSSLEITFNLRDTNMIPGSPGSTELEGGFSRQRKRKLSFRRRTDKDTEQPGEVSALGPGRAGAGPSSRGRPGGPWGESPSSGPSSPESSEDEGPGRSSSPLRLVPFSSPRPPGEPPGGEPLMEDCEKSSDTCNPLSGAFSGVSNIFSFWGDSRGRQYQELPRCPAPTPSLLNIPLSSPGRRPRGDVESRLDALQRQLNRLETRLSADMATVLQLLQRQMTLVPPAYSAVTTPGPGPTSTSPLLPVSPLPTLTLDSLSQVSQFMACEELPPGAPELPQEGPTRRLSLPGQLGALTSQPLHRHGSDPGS
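U2OS cells were transduced with wild-type KCNH2 virus (2.03 x 10^8 / mL) for 4 h at room temperature, then cultured overnight at 37 C. Thallium flux was read with FluxOr dye. Rate constants were normalized to DMSO controls.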
PKM2 activator: activators of human pyruvate kinase M2 | P14618 | purified PKM2, Kinase-Glo ATP luminescence, activation; response scale: 0% is enzyme alone, no compound | Potency, µM (series often up to 57.5 µM), without a hit: at the highest dose activation, actives largely listed as activators | hit rate 0.34% among 260,000 | AID 1631; also: potency is read from the fitted curve at half-maximal effect; % is scaled to controls: 0 for no effect and ±100 for the full control effect; nearly all actives have a fitted effect of over 55% in size
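Purified hPK-M2 (>95%) run at intermediate activity with 0.1 mM ADP and 0.5 mM PEP in 50 mM imidazole pH 7.2, KCl, MgCl2; 1 h room temperature. ATP formed read by Kinase-Glo luminescence; normalized to uninhibited and no-enzyme controls.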
USP2a block: blocks human ubiquitin-specific protease USP2a; hit rate 0.01% among 330,000; USP2 core, Ub-CHOP2 coupled fluorogenic reporter, 485/531; O75604; Potency, µM (titrated, usually from 38.3 µM), for the others: at the highest dose activity change, negative = inhibition, usual class: inhibitors;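 also: potency is read from the fitted curve at half-maximal effect; plate controls were DMSO wells for no effect and full inhibition by NEM control for full effect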
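Deubiquitinase activity read as fluorescence (485/531 nm) after Ub-CHOP2 cleavage activates the enterokinase reporter on its substrate; USP2 core 10nM, Ub-CHOP2 and substrate 25nM each, 30min compound preincubation then 60min RT; data normalized to NEM, curves fitted.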
MLL CXXC-DNA inh: inhibitors of human MLL CXXC domain-DNA interaction; Q03164; hit rate 0.037% among 290,000; Potency, µM (highest dose often 115 µM), inactives show at the highest dose activity change, negative = inhibition, actives largely listed as inhibitors; MLL-CXXC / FITC-HOXA9 DNA fluorescence polarization; active = well fitted inhibition curve with a large enough effect in the polarisation, with a control signal flat, not every such curve was filed as active; inconclusive = small, poorly fitted or top-dose-only effect, or effect the other way, or a change in a side signal; inactive = no such curve, though single readings can be large or run the other way; the % refers to the polarisation; also: potency is read from the fitted curve at half-maximal effect
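Steps: dispense CXXC domain solution (7 uM) → pin compounds or unlabeled HOX-A9 DNA control → 5 min ambient → add FLSN-HOX-A9 solution (50 nM) → spin → 30 min ambient → fluorescence polarization. Tris pH 7.5/NaCl/DTT/BSA buffer.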
GALK inh: inhibitors of human galactokinase. hit rate 0.007% among 270,000. P51570. Potency, µM (series often up to 57.5 µM), for inactives: at the top dose activity change, negative = inhibition, hits mostly inhibitors. Purified GALK, Kinase-Glo residual ATP luminescence; also: potency is read from the fitted curve at half-maximal effect; % is scaled to controls: 0 for no effect and ±100 for the full control effect
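Quantitative HTS: GALK 5 nM, ATP 35 uM, galactose 100 uM, 1 h room temperature, then luciferase-based ATP detection.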
* marks the source's active call; other numbers are inactive results; ? = inconclusive; / = not tested or not shown; [ ] = another dose, or the depositor's remark. Unless noted, calls follow the shape of the dose curve; as a rule, active = well fitted curve in the direction sought with a large enough effect; inconclusive = small, poorly fitted or top-dose-only effect, or another doubt; inactive = no such curve, though single readings can be large; an effect the other way counts as inactive or inconclusive.

SMILES | Menin-MLL TR inh | Giardia killer | KCNH2 3.1 block | B2AR arrestin | FBPA coupling cs | TRPV1 agonist | hERG WT inh | PKM2 activator | USP2a block | MLL CXXC-DNA inh | GALK inh
CCOc1ccccc1N1CCN(C(=O)c2ccncc2)CC1 | -10% | -17 | -16 | -0.4% | 2 | 0 | 0 | -3% | -2% | -5% | 0%
O=C(CN1CCN(S(=O)(=O)c2ccc(C(F)(F)F)cc2)CC1)N1CCNC1=O | / | 40[activator] | -2 | 0.2% | / | -3 | 0 | / | 4% | / | /
O=C(NCc1ccccc1F)C1CCCN1C(=O)Nc1ccc(F)cc1 (stereo not given) | -11% | -2 | -1 | -1.0% | 1 | -1 | 1 | 0% | 2% | -3% | -6%
O=C(c1ccc(CS(=O)(=O)c2cccc(C(F)(F)F)c2)o1)N1CCN(c2ccccn2)CC1 | -9% | 9 | -3 | -0.1% | 2 | 5 | 3 | -2% | 8% | 2% | 3%
Cc1ccc(CCNC(=O)CCS(=O)(=O)c2ccc3c(c2)oc(=O)n3C)cc1 | / | -4 | 5 | -0.1% | / | 0 | -6 | / | -7% | 8% | -7%
COc1ccc(NC(=S)NCCc2c[nH]c3ccc(OC)cc23)c(OC)c1 | ? | 5 | 3 | 0.3% | -1 | 11 | 6 | -3% | 0% | 5% | 7%
Cc1ccc(-c2nc(N/N=C/c3ccncc3)c3ccccc3n2)cc1 | 0% | -5 | 0 | -0.1% | 3 | 4 | 1 | 0% | ? | 27% | 6%
CCO[C@@H]1OC(C(=O)NCc2ccccc2)=C[C@H](c2cn(C(C)=O)c3ccccc23)[C@H]1CCCO | 1% | 4 | 16 | 1.0% | -5 | 1 | -11 | 1% | -2% | ? | 0%
COc1cc2ccccc2cc1C(=O)NCc1ccncc1 | / | 18 | 4 | 0.4% | / | 7 | 6 | -6% | 0% | 10% | 3%
CCOC(=O)c1sc(NC(=O)COc2ncnc3ccccc23)c(C(=O)OCC)c1C | -17% | -3 | 2 | -0.1% | 5 | -8 | -7 | 0% | 2% | -3% | 0%
O=C1COc2ccc(S(=O)(=O)N3CCN(c4ccccc4F)CC3)cc2N1 | / | -15 | 8 | -0.1% | / | 10 | 2 | / | -2% | 2% | -7%
CC(C)(C)CC(=O)NC(=S)Nc1ccccc1C(F)(F)F | 3% | -12 | -5 | -0.2% | -1 | ? | -9 | 5% | 0% | 1% | 1%
CC(C)Cn1nc(C(=O)Nc2cccc(S(=O)(=O)N3CCCC3)c2)c2ccccc2c1=O | / | -3 | 18 | -0.1% | / | -2 | 2 | / | 2% | / | /
Cc1cc(N2CCN(Cc3nc(-c4ccc(F)cc4)oc3C)CC2)cc(C)n1 | -12% | 24 | -13 | -0.8% | -1 | 2 | 15 | -3% | -1% | 2% | 2%
C=C(C)CN(CC)C(=O)CN1C(=O)NC(C)(c2ccc3ccccc3c2)C1=O (stereo not given) | -17% | 1 | 10 | -0.3% | 3 | 1 | -19 | / | 1% | 28% | 2%
O=C(NC1CCCCC1)C(c1ccccc1)N(C(=O)c1cccs1)c1ccc2c(c1)OCO2 (stereo not given) | -21% | 4 | -16 | -0.3% | 2 | ? | -6 | 4% | 0% | 8% | -1%
CCN(CC)CCCN1C(=O)C(=O)/C(=C(/O)c2ccc(Cl)cc2)C1c1ccccn1 (stereo not given) | 0% | 10 | 20 | -0.3% | 0 | 0 | 15 | ? | 1% | 15% | 0%
Oc1ccc(C2N=C(c3ccccc3)NC(c3ccccc3)=N2)cc1 | ? | -20 | -29 | 0.1% | 2 | 0 | -5 | 9% | 0% | 60%[activator] | 0%
CN(C(=O)Cn1c(Cl)nc2c1c(=O)n(C)c(=O)n2C)C1CCS(=O)(=O)C1 (stereo not given) | / | 4 | 1 | 0.4% | / | -6 | -4 | / | 2% | / | /
O=C1NC2(CCC3(CC2)OCCO3)NN1c1ccc(Cl)cc1 | 4% | 8 | 1 | 0.5% | 1 | -3 | 3 | -10% | 1% | 15% | 12%
S=C(Nc1ccccc1Cl)N1CCCCCC1 | 4% | -5 | 7 | -1.1% | -2 | 2 | 26 | / | 1% | -3% | 0%
O=C(COC(=O)c1ccc(Cl)c(Cl)c1)NC1CCCC1 | -6% | -19 | -3 | 0.5% | 1 | 26 | -3 | / | 2% | ? | 6%
O=C(O)c1ccc(Cl)c(S(=O)(=O)NCc2ccco2)c1 | 18% | -10 | 11 | -0.1% | 3 | 0 | 5 | -6% | 1% | -3% | -4%
COc1ccc(C2=NN(CN3C(=O)C(=O)c4ccccc43)C(c3cccc([N+](=O)[O-])c3)C2)cc1 (stereo not given) | / | 7 | -15 | -0.4% | -5 | 1 | 3 | 0% | 2% | 0% | 0%
CCC(=O)NCc1cc(-c2nn(C)c(=O)c3ccccc23)ccc1C | -15% | -5 | 3 | -0.8% | 0 | 3 | -8 | 1% | 2% | 7% | -3%
CCOC(=O)[C@@H]1[C@H]2COc3ccccc3[C@@H]2N2C(=O)N(c3ccc(OC)cc3)C(=O)[C@@]12C | 11% | -14 | 8 | -0.1% | 3 | 2 | -6 | -1% | 0% | 3% | /
COc1ccc(/C=N/n2c(C)cc(C)c(C(N)=O)c2=O)cc1 | -11% | 2 | -34 | -0.5% | 4 | -1 | -26 | 2% | 3% | 2% | 0%
O=C(N/N=C/c1cccc(OC(=O)c2ccco2)c1)c1ccc(F)cc1 | -2% | 7 | -5 | -0.6% | 1 | 6 | 5 | -8% | 7% | 182%[activator] | 2%
CSCCC(NC(=O)CCNC(=O)c1ccccc1Cl)c1nc2ccccc2[nH]1 (stereo not given) | / | 0 | -1 | 0.2% | / | -5 | -15 | / | 3% | / | /
O=C(NCCC(=O)N1CCN(c2ccccn2)CC1)c1ccc(Br)cc1 | / | -11 | -14 | 0.4% | / | 5 | -7 | / | -1% | / | /
CCC(CC)NCc1ccc2c(c1)c1ccccc1n2CC | -17% | 16 | 3 | -0.2% | -6 | -1 | / | -8% | -9% | ? | 7%
COc1ccc(Nc2ncnc3ccc(C)cc23)cc1 | 14% | -8 | 38 | 0.5% | 3 | 81* | 10 | 2% | -7% | 3% | 9%
CCCOc1ccc(C2NC(=O)NC(c3ccccc3)=C2C(C)=O)cc1OCC (stereo not given) | -2% | 11 | -19 | 0.1% | 3 | 6 | -3 | -2% | -1% | -3% | -2%
Cc1nc2ncnn2c(C)c1CCC(=O)NCc1ccccc1 | 0% | 1 | -11 | 0.4% | 1 | -3 | -4 | 1% | 4% | -12% | -1%
CCN(C[C@H]1N[C@@](C)(C(=O)OC)[C@H]2C(=O)N(Cc3ccccc3)C(=O)[C@@H]12)S(=O)(=O)c1ccc(C)cc1 | / | -27 | 2 | -0.4% | / | / | 2 | / | -1% | / | /
CC(=O)c1ccc2noc(-c3cccc(F)c3)c2c1 | 22% | -16 | -83* | 0.2% | -1 | -5 | 7 | / | 2% | -17% | -2%
C[C@H](CO)N1C[C@H](C)[C@@H](CN(C)S(=O)(=O)c2ccc(F)cc2)Oc2ccc(NC(=O)C3CCCCC3)cc2C1=O | / | -5 | 1 | 0.4% | / | / | -25 | / | 2% | / | /
CCOC(=O)C1CCN(C(=O)c2ccc(SC)cc2OC)CC1 | 2% | 14 | 1 | -0.4% | 2 | 0 | -2 | 1% | 3% | 7% | -2%
Cc1cccc2sc(N(CCCN(C)C)C(=O)c3ccc(C(=O)c4ccccc4)cc3)nc12 | / | -2 | -1 | -0.1% | / | 0 | 19 | / | -6% | -9% | -1%
Cc1ccc[n+](CC(=O)Nc2cccc([N+](=O)[O-])c2)c1 | 0% | 3 | 2 | -0.3% | 2 | -2 | -10 | 0% | 1% | -9% | 7%
Cc1cc(OC(=O)N2CCOCC2)cc(C)c1Cl | -12% | -11 | 28 | / | 1 | 25 | 21 | -1% | / | 11% | 5%
CCN1C(=O)C(CC(=O)Nc2ccccc2)N(Cc2ccccn2)C1=S (stereo not given) | 10% | 8 | 19 | -0.1% | 0 | 5 | -4 | -3% | 0% | 4% | 0%
Cc1nn(-c2ncc(C(F)(F)F)cc2Cl)c(=O)n1-c1cccc(Cl)c1 | -1% | 24 | -1 | -0.1% | 1 | -2 | 4 | -4% | 2% | 7% | -1%
CC(C)(C)N(Cc1ccccc1)C(=O)c1ccc2c(c1)OCCO2 | -9% | -11 | -5 | -0.2% | 6 | 20 | 3 | -1% | 1% | 0% | 4%
CCOc1ccc(OCC)c(S(=O)(=O)NNC(=O)c2c(C)nc3ccccn23)c1 | 0% | -2 | 14 | -0.3% | 0 | -3 | 4 | 3% | -2% | 4% | 1%
COc1ccc(CCNC(=O)Cn2nnc(-c3cccs3)n2)cc1OC | 12% | 1 | 1 | -0.6% | 0 | 3 | -11 | 0% | 2% | 3% | -3%

High-throughput results as filed in PubChem.

Some of the compounds tested; rates above refer to the full screens.
